Source: PubChem BioAssay
KCNQ2 inh – KCNQ2 potassium channel inhibitors, primary screen, cell-based, CHO-K1, FluxOR thallium flux, B-score (AID 2156) | Potassium voltage-gated channel subfamily KQT member 2 (Rattus norvegicus), O88943 | 20 min; stronger effect = lower value | B-score at 10 µM | 310,000 tested, 1.1% active;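 active = fluorescence ratio B-score at most minus 3 library SDs, with starting brightness B-score within 2 library SDs, cut at about -5.5 in these data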
Target sequence (O88943 whole entry, looked up): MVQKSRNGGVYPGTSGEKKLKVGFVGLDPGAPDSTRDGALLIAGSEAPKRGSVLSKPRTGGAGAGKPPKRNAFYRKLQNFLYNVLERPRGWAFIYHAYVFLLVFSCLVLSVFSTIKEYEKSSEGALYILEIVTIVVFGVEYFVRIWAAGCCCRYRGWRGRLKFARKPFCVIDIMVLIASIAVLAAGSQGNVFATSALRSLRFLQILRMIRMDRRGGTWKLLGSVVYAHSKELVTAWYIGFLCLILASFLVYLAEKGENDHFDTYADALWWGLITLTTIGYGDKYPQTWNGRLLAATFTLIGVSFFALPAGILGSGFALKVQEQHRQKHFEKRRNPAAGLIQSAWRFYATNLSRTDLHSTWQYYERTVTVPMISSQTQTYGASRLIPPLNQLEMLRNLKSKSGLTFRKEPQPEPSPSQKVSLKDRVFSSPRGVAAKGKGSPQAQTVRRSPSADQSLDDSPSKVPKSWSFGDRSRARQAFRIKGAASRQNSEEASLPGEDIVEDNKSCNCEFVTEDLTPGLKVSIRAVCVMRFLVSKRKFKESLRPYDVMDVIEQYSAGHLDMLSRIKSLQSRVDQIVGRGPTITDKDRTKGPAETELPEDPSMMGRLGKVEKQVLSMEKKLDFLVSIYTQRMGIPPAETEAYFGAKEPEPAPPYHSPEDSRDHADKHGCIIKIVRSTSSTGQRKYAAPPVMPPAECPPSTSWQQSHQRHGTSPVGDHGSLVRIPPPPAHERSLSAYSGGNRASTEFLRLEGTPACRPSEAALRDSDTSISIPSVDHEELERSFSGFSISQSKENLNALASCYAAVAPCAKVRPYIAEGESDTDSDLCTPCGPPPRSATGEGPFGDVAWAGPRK
STK33 kinase inh – inhibitors of purified STK33 kinase, primary screen, biochemical, ADP-Glo luminescence, homogeneous, cell-free. Serine/threonine-protein kinase 33 (Homo sapiens), Q9BYT3. MBP phosphorylation. inhibition, % at 10 µM. 320,000 tested, 0.073% active;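 active = inhibition at or above 25%, using the most active replicate where run in duplicate; inactive = inhibition below 25%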
OX1R FRET antag – antagonists of human orexin 1 receptor (OX1R); Orexin/Hypocretin receptor type 1 (Homo sapiens), O43613; OX1R-expressing cells, FRET antagonist read-out; inhibition, % at 6.6 µM; 330,000 tested, 1.8% active; in the data active = inhibition mostly above about 38%, no sharp cut-off; inactive = mostly below about 40%;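 note: 0% = agonist challenge alone and 100% = reference antagonist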
Numbers without * were called inactive; i = inactive; · = not tested or not shown.

SMILES	KCNQ2 inh	STK33 kinase inh	OX1R FRET antag
Cc1cccc(Nc2nc(-c3ccc4c(c3)OCCO4)cs2)c1	i	-0.8	26.2
Cc1c(Cl)c([N+](=O)[O-])nn1CCCC(=O)Nc1cc(Cl)ccc1Cl	i	-0.1	25.9
Cc1ccc(-c2csc3ncnc(SCC(=O)NCc4ccc5c(c4)OCO5)c23)cc1	i	-0.4	21.6
COC(=O)c1nc(N)sc1C	i	-0.9	23.6
Cc1ccn2c(=O)nc(SCC(=O)NC3CCCCC3)nc2c1	i	-1.5	6.9
CC(C(=O)Nc1nc2ccccc2[nH]1)N1C(=O)C2CC=CCC2C1=O (stereo not drawn)	i	-1.1	32.1
COc1ccc(CC(=O)Nc2ccc(N3CCOCC3)cc2)cc1OC	i	-0.5	6.1
CCn1cc(CN2CCCC(CNS(=O)(=O)Cc3ccccc3)C2)cn1 (stereo not drawn)	i	2.1	13.4
Cc1cc(CNC(=O)c2ccc3c(c2)OCO3)c2ccccc2n1	i	-0.9	20.4
CCCCN(C(=O)c1ccc(S(=O)(=O)N2CCOCC2)cc1)C1CCS(=O)(=O)C1 (stereo not drawn)	i	0.1	16.1
CCC(C(=O)NC1CCCCCC1)c1ccccc1 (stereo not drawn)	i	-2.3	13.1
CC(Sc1nc(N(C)C)nc(N2CCOCC2)n1)C(=O)Nc1ccccc1 (stereo not drawn)	i	-0.5	12.2
CCC(C)(C)NC(=O)CN(CC1CCCO1)C(=O)CNS(=O)(=O)c1ccccc1 (stereo not drawn)	i	-1.3	26.6
COc1cccc(OCCn2cc(C(=O)c3ccco3)c3ccccc32)c1	i	-2.1	17.3
CCc1noc(C)c1C(=O)Nc1ccccc1N1CCOCC1	i	-0.8	11.1
COc1cc(CNn2cnnc2)ccc1OCC(=O)NC(C)(C)C	i	-0.8	24.3
COc1ccc(C)cc1N(C(=O)CNC(=O)c1ccco1)C(C(=O)NC1CCCC1)c1cccnc1 (stereo not drawn)	i	9.3	49.2
Cc1ccc(S(=O)(=O)NCCC(=O)N2CCC(Cc3ccccc3)CC2)cc1	i	-0.7	18.9
COc1ccc(C/C(N)=N/OC(=O)CCc2ccccc2)cc1	i	-1.5	4.7
O=C1C2=C(CCCC2)C(=O)N1c1cccc(OCCBr)c1	i	0.9	16.8
CCOC(=O)c1ccccc1NC(=O)c1cccc(F)c1	i	0.1	26.4
COc1ccc(NC(=O)Nc2ccc(C(=O)N3CCOCC3)cc2)cc1	i	-1.4	25.6
ClCc1c2ccccc2cc2ccccc12	·	0.9	19.3
COCCN(C(=S)Nc1ccc(C(C)C)cc1)C(C)c1cccs1 (stereo not drawn)	i	-1.1	7.7
COc1cc(NC(=S)NCCC(c2ccccc2)c2ccccc2)c(OC)cc1Cl	i	-0.9	57.7*
Cc1cc(C(=O)Nc2cccc(O)c2)c(C)o1	i	-0.2	0.8
Cc1nc(NS(=O)(=O)c2ccc(Cl)s2)c2c3c(sc2n1)CCCC3	i	-0.2	18.4
CCCCCCCC[n+]1cccc(C(=O)N(CC)CC)c1	i	0.4	7.0
Cc1cnc(NC(=O)CCNC(=O)c2ccc([N+](=O)[O-])cc2)s1	i	0.6	7.0
CCn1c(SCc2nc(N)nc(N3CCCCC3)n2)nc2c1c(=O)n(C)c(=O)n2C	i	-0.7	3.6
COc1ccc(C(CNC(=O)c2cc3ccccc3o2)N2CCCCC2)cc1 (stereo not drawn)	i	-1.6	16.5
COC(=O)C1=C(C)N(Cc2ccco2)C(=O)N[C@@H]1c1ccccc1	i	-0.7	33.2
CN(C)c1ccc(/C=N/Nc2cccc(C(=O)O)c2)cc1	i	-1.9	-3.1
CNC[C@@H](C)NC[C@@H](Cc1ccccc1)NCCc1ccccc1	i	-0.4	19.2
COc1cc(NC(=O)COc2ccccc2)c(OC)cc1NC(C)=O	i	·	12.0
CC(Sc1nnc(Cc2ccccc2)o1)C(=O)Nc1ccccc1[N+](=O)[O-] (stereo not drawn)	·	2.0	15.8
COC(=O)c1ccc(OCC2c3cc(OC)c(OC)cc3CCN2C(=O)c2ccco2)cc1 (stereo not drawn)	i	-1.4	13.8
CN(C)c1ccc(C(=S)N2CCN(C(=S)Nc3cccc4ccccc34)CC2)cc1	i	-2.9	12.3
Cc1ccc(C(=O)N2CCCC(CCC(=O)N3CCN(c4ccccn4)CC3)C2)s1 (stereo not drawn)	i	-0.9	4.3
COc1ccc(C(=O)CNc2ccccc2C#N)cc1	i	0.6	18.3
CN1CCCN(C(=O)CC2(CC(=O)O)CCCC2)CC1	i	-1.6	14.3
Cc1ccc(CNC(=O)COc2ccccc2-c2ccccc2)cc1	i	-1.2	14.5
CCCOC(=O)CSc1nnc(-c2cc(OC)c(OC)c(OC)c2)o1	i	0.2	28.0
COC(=O)c1ccccc1NC(=O)c1cnn2cccnc12	i	3.6	7.3
O=C(NC1CCCCC1)C1Cc2ccccc2CN1S(=O)(=O)c1ccc(F)cc1 (stereo not drawn)	i	0.5	47.1
O=C(O)c1cc(OCc2ccccc2)cc(OCc2ccccc2)c1	i	-1.1	4.0
O=C(CNC(=O)OCc1ccccc1)NC1CCCCCCC1	i	-0.2	8.2
Cc1ccc(NC(=O)Cc2ncc(C(F)(F)F)cc2Cl)cc1Cl	i	1.6	12.8
Cc1ccc(NC(=O)CN(C)C(=O)CSc2ncc(C(F)(F)F)cc2Cl)cc1	i	-2.0	12.2
COc1ccc(C(=O)O)cc1NC(=S)NC(=O)Cc1ccc(Cl)cc1	i	-0.5	-7.4

Limited to STK33 kinase inh, for 4 of the compounds above:
Molecule | STK33 kinase inh
CC(C(=O)Nc1nc2ccccc2[nH]1)N1C(=O)C2CC=CCC2C1=O (stereo not drawn) | -1.1
COc1ccc(CC(=O)Nc2ccc(N3CCOCC3)cc2)cc1OC | -0.5
CCn1cc(CN2CCCC(CNS(=O)(=O)Cc3ccccc3)C2)cn1 (stereo not drawn) | 2.1
Cc1cc(CNC(=O)c2ccc3c(c2)OCO3)c2ccccc2n1 | -0.9

Remaining list, next part:
SMILES	KCNQ2 inh	STK33 kinase inh	OX1R FRET antag
COc1cccc(CC2(CO)CCN(S(=O)(=O)c3ccc(OC)cc3OC)CC2)c1	i	-0.2	3.5
CCN(CC)CCCNC(=O)CSc1nc(-c2ccc(F)cc2)cc(C(F)(F)F)n1	i	-0.6	-3.2
Cc1ccc2c(CN3CCN(CCO)CC3)cc(=O)oc2c1C	i	1.9	5.7
CC(Nc1ccc(Cl)c(Cl)c1)C(=O)NN (stereo not drawn)	i	0.4	8.2
COCc1ccc(C(=O)Nc2ccccc2C(=O)NCc2cccnc2)cc1	i	0.4	10.5
O=C(NCc1cnc2ccccn12)C1CCC(=O)N(Cc2cccc(F)c2)C1 (stereo not drawn)	i	-1.3	14.2
CCN(CC)CCn1c(NCc2cc(OC)ccc2OC)nc2ccccc21	i	4.2	29.4
Cc1onc(-c2ccccc2)c1-c1nc2ccccc2c(=O)o1	i	2.1	9.9
COc1ccc(C(=O)COC(=O)Cn2cnc3c2c(=O)n(C)c(=O)n3C)c(OC)c1	i	0.0	0.0
COc1ccc(/C=N\N=C2/SC(CC(=O)O)C(=O)N2c2ccc(O)cc2)cc1 (stereo not drawn)	i	-0.4	8.1
CSc1cc(-c2ccccc2)n(C)c(=O)c1C#N	i	-0.5	19.9
Cc1ccc(S(=O)(=O)N(C)c2ccc(C(=O)N3CCOCC3)cc2)cc1	i	-0.2	2.6
COc1cc(C(=O)NCc2nnc(SCC(=O)NCc3ccccc3)o2)cc(OC)c1OC	i	-5.1	18.9
CSc1nnc(-c2ccc(NC(N)=S)cc2)o1	i	-1.8	7.4
O=C(CN(c1ccccc1)S(=O)(=O)c1ccccc1)N/N=C/c1ccc(OC2CSC2)cc1	i	-2.1	2.8
COc1ccc(CC(=O)NNC(=S)Nc2ccc(Br)cc2)cc1	i	-0.6	17.1
O=C(O)C1C2C=CC(C2)C1C(=O)NCc1ccc(Cl)cc1Cl (stereo not drawn)	i	-0.4	6.2
Cc1ccc(NC(=O)C2COc3ccccc3O2)nc1 (stereo not drawn)	i	1.0	14.3
O=C(Cc1ccc(Cl)cc1)Nc1ccc(S(=O)(=O)Nc2cnc3ccccc3n2)cc1	i	-2.0	17.5
COC(=O)N/N=C/c1cn(CCOc2ccccc2OC)c2ccccc12	i	1.0	4.8

Given with two lines to a compound: seven of the compounds above.
Under each structure: KCNQ2 inh	STK33 kinase inh	OX1R FRET antag
CSc1nnc(-c2ccc(NC(N)=S)cc2)o1
    i	-1.8	7.4
O=C(CN(c1ccccc1)S(=O)(=O)c1ccccc1)N/N=C/c1ccc(OC2CSC2)cc1
    i	-2.1	2.8
COc1ccc(CC(=O)NNC(=S)Nc2ccc(Br)cc2)cc1
    i	-0.6	17.1
O=C(O)C1C2C=CC(C2)C1C(=O)NCc1ccc(Cl)cc1Cl (stereo not drawn)
    i	-0.4	6.2
Cc1ccc(NC(=O)C2COc3ccccc3O2)nc1 (stereo not drawn)
    i	1.0	14.3
O=C(Cc1ccc(Cl)cc1)Nc1ccc(S(=O)(=O)Nc2cnc3ccccc3n2)cc1
    i	-2.0	17.5
COC(=O)N/N=C/c1cn(CCOc2ccccc2OC)c2ccccc12
    i	1.0	4.8

Other compounds:
SMILES	KCNQ2 inh	STK33 kinase inh	OX1R FRET antag
CC(OCc1ccccc1)C(NC(=O)OC(C)(C)C)C(=O)NCC1CCCO1 (stereo not drawn)	i	-1.0	9.4
CN(C)CCCNC(=O)C(=O)Nc1cc2c3c(c1)CC(=O)N3CCC2	i	-0.4	-0.1
COc1cccc(CNS(=O)(=O)c2ccc3c(c2)N(C(C)=O)CCO3)c1	i	-1.1	13.1
COc1cc(-c2noc(C)c2C(=O)NCCCN2CCCC2=O)cc(OC)c1OC	·	0.5	7.8
O=C(CN1CCN(Cc2ccccc2)CC1)Nc1ccc(Br)cc1	i	-1.1	-9.0
CCC(C)[C@@H](C(=O)Nc1ccc2c(c1)OCO2)N1Cc2ccccc2C1=O (stereo partly drawn)	i	-1.6	11.0
COC(=O)C(NC(C)=O)(Nc1sc2c(c1C(N)=O)CCCC2)C(F)(F)F (stereo not drawn)	i	-1.3	28.5
Cc1ccc(C(=O)ON=C2CCN(S(=O)(=O)c3ccccc3)CC2)cc1	i	-0.1	23.7
CCOC(=O)[C@H]1[C@H]2COc3ccc(Cl)cc3[C@@H]2N2C(=O)c3ccc(F)cc3NC(=O)[C@@]12C	·	0.2	22.8
CCCCNC(=O)CN(CCc1ccccc1)S(C)(=O)=O	i	-1.3	0.3
CCCN(CCC)CCCNC(=O)c1ccc2c(c1)N(CC)C(=O)c1ccccc1S2=O (stereo not drawn)	i	0.2	9.4
O=C(O)c1ccc(N/N=C/C2=Cc3ccccc3OC2)cc1	i	3.4	-16.5
Cn1cccc1C(=O)OCC(=O)Nc1sccc1C#N	·	-0.6	10.4
Cn1c(SCC#N)nc2ccccc2c1=O	i	1.8	20.4
Fc1ccc(CSc2nc3ccccc3[nH]2)cc1	i	0.1	41.5
COC(=O)c1ccc2c(=O)n(C3CCCCC3)c(SCC#N)nc2c1	i	-1.5	12.2
COC(=O)c1ccc(N2CCN(C)CC2)c(NC(=O)c2ccc(-c3ccc(Cl)cc3)o2)c1	i	0.0	16.5
CN(C)S(=O)(=O)c1ccc(C(=O)NCC(=O)N/N=C/c2ccccc2)cc1	i	-1.0	12.1
Cc1ccc(C(=O)OCC(=O)N2CC(=O)Nc3ccccc32)s1	i	-0.7	2.7
Cc1ccc(S(=O)(=O)CCC(=O)N(C)C2CCCCC2)cc1	i	-1.6	31.8
CCCn1c(SC(C)C(=O)NC2CC2)nnc1-c1ccncc1 (stereo not drawn)	·	-0.7	7.9
O=C(O)c1ccc(CSc2nnc(SCc3ccccc3)s2)cc1	i	-0.2	32.2
O=C(Nc1nnc(C2=COCCO2)o1)c1ccc([N+](=O)[O-])cc1	i	-0.3	52.1*
Cc1cccc(NC(=O)Cn2c(=O)oc3cc(S(=O)(=O)N4CCCC4)ccc32)n1	i	-0.6	9.5
O=C(CNC(=O)c1ccc(Br)cc1)NCC(=O)OCc1ccc(Cl)cc1	i	-0.1	1.7
COc1cccc(-n2c(SCC(=O)NCCC3=CCCCC3)nc3n[nH]c(C)c3c2=N)c1	i	1.4	30.5
Cc1cc(C(=O)NCC(c2cccs2)N2CCOCC2)ccc1[N+](=O)[O-] (stereo not drawn)	i	0.9	30.6
N#C/C(=N\Nc1ccc(Br)cc1)C(=N)N1CCOCC1	i	0.6	6.8
Cn1c(SCC(=O)Nc2cccc(S(=O)(=O)NC3=NCCCCC3)c2)nnc1-c1ccccc1	i	1.0	21.7
O=C(CCC(=O)c1ccccc1)Nc1ccccc1	i	-1.4	-2.1
CCOC1CCCCC1NS(=O)(=O)c1ccc(Cl)cc1 (stereo not drawn)	i	-0.3	9.9
O=C(O)c1ccccc1N(Cc1ccccc1)C(=O)CO/N=C/c1ccccc1	i	-1.7	12.3
CC(=O)NCCn1c(SCC(=O)NCCC(C)C)nc2ccccc2c1=O	i	-0.6	17.0
CCn1c(=NC(=O)CS(=O)(=O)c2ccc(F)cc2)sc2cccc(OC)c21	i	-1.0	13.8
Cc1ccc(-c2nc(CS(=O)CC(=O)N3CCN(c4ccc(F)cc4)CC3)c(C)o2)cc1 (stereo not drawn)	i	0.0	8.0
CC1CC(Nc2ccccc2)c2ccccc2N1C(=O)c1cccnc1 (stereo not drawn)	i	-1.1	17.0
CN(Cc1nccn1C)C(=O)c1ccc2nc(Cc3ccccc3F)oc2c1	i	-0.2	15.4
Cc1ccc(C)c(CSc2nnc(-c3ccccn3)n2N)c1	i	0.6	15.5
